# Assay outcomes deposited in PubChem BioAssay by National Center for Advancing Translational Sciences (NCATS).
# ELG1 genotoxic: genotoxicity induction in ELG1-luciferase HEK293T cells; AID 504466; actives 1.3% (n = 330,000); Potency, µM (titrated, usually from 46 µM), without a hit: top-dose activity change, positive = activation, actives largely listed as activators; HEK293T ELG1-luciferase reporter, luminescence, 16 h; also: potency is read from the fitted curve at half-maximal effect; % of control where 0% means no effect; nearly all actives have a fitted effect of over 60% in size
#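 HEK293T cells expressing luciferase-tagged ELG1 were treated with compound or DMSO for 16 hr at 37°C. Luciferase activity was then read after 30 min with ONE-Glo at room temperature; rising signal flags genetic stress.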
# PKM2 act: activators of human pyruvate kinase M2; P14618; purified PKM2, Kinase-Glo ATP luminescence, activation; response scale: 0% is enzyme alone, no compound; Potency, µM (highest dose often 57.5 µM), for the others: at the top dose activation, most hits filed as activators; actives 0.34% (n = 260,000); AID 1631; also: potency is read from the fitted curve at half-maximal effect; % is scaled to controls: 0 for no effect and ±100 for the full control effect; nearly all actives have a fitted effect of over 55% in size
# Target sequence (P14618 whole entry, looked up): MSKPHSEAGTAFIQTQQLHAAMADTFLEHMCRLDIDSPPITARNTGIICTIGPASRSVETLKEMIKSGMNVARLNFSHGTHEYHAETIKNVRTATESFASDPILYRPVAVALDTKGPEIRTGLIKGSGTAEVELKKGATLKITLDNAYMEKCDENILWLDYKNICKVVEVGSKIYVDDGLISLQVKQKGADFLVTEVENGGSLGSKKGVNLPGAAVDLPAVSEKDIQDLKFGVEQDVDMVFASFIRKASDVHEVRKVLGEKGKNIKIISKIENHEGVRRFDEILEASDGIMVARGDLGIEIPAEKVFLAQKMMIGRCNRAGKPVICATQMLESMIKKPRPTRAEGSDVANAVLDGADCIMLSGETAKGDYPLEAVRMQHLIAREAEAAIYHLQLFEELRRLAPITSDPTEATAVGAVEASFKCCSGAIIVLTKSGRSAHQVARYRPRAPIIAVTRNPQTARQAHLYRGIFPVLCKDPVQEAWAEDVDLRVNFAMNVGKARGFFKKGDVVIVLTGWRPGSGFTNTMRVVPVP
#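 hPK-M2, >95% pure; 0.1 mM ADP / 0.5 mM PEP final; imidazole pH7.2 buffer w/ 7 mM MgCl2, 50 mM KCl; 1 h RT; Kinase-Glo lum. Intermediate enzyme activity for dual inhibitor/activator qHTS.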
# NPC1 promoter act: activates the NPC1 promoter; Huh7 NPC1 promoter luciferase reporter, 24 h; Potency, µM (highest dose often 9.22 µM), for inactives: at the top dose activation, actives largely listed as activators; actives 2.4% (n = 320,000);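 also: potency is read from the fitted curve at half-maximal effect; % of control where 0% means no effect; nearly all actives have a fitted effect of over 60% in size; reporter is driven by a mutant NPC1 promoter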
#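 Readout is luciferase luminescence, reflecting NPC1 promoter activation in stably transfected Huh7 cells after 24 h compound exposure at 37 °C in reduced-serum medium with 10% FBS.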
# BRCA1 expr up: increases BRCA1 expression. actives 1.1% (n = 380,000). AID 624202. MCF7-BRCA1-FFLuc reporter, luminescence, 48 h; response scale: scaled: vehicle 0%, 10 µM genistein 100%. Potency, µM (series often up to 46.1 µM), without a hit: at the top dose activation, most hits filed as activators; also: potency is read from the fitted curve at half-maximal effect; nearly all actives have a fitted effect of over 80% in size; some results filed as inactive show a strong effect at the top dose
#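 MCF7 cells carrying a BRCA1-firefly luciferase reporter (2000 cells/well, phenol-red free MEM) were attached for 2 h at 37 °C, then given compounds for 48 h. Luminescence was read 15 min after luciferase reagent; activity normalized to genistein (10 microM) and DMSO.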
# p53 reactivator: re-activators of mutant p53; H1299 p53-A138V BP100-luciferase reporter, luminescence, 24 h; Potency, µM (titrated, usually from 92.2 µM), without a hit: top-dose activity change, positive = activation, hits mostly activators; actives 0.063% (n = 320,000); AID 504706; also: potency is read from the fitted curve at half-maximal effect; % of control where 0% means no effect; nearly all actives have a fitted effect of over 45% in size
#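 p53-null H1299 cells stably carrying temperature-sensitive p53-A138V and a BP100-luciferase reporter were pinned with compounds (4-point, 1:5 series) and held 24 hrs at 37 deg C. Luminescence was read 10 min after detection reagent.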
# Giardia kill: Giardia lamblia killing. Giardia lamblia trophozoite viability. activity change, % at 7.66 µM, hits read low. actives 0.15% (n = 340,000); in the data active = activity change below about -80%; inconclusive = between about -30% and that limit;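 also: parasites exposed to compound for two days anaerobically before the ATP read; % is scaled to controls: 0 for no effect and ±100 for the full control effect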
#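 Killing of trophozoites was scored by loss of ATP luminescence after a 48 hrs anaerobic exposure to compounds at 37 deg C, using 100 cells per well.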
# RORg inh: inhibitors of mouse ROR gamma transcriptional activity | Drosophila S2 Gal4-RORgamma UAS-luciferase reporter, 20 h | Potency, µM (top dose mostly 53.6 µM), for the others: top-dose activity change, negative = inhibition, hits mostly inhibitors | P51450 | actives 5.4% (n = 310,000); also: potency is read from the fitted curve at half-maximal effect; % is scaled to controls: 0 for no effect and ±100 for the full control effect; nearly all actives have a fitted effect of over 60% in size
#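 A Gal4/UAS one-hybrid system in insect cells: metallothionein-promoter Gal4–ROR gamma fusion plus Photinus luciferase reporter. Copper sulfate 700 uM final, 20 hr ambient incubation, luminescent detection after 10 min with reagent.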
# Rab9 promoter act: activates the Rab9 promoter; Huh7 Rab9 promoter-luciferase reporter, luminescence, 24 h; Potency, µM (top dose mostly 9.22 µM), for inactives: at the top dose activation, negative = inhibition, hits mostly activators; actives 2.8% (n = 320,000); AID 485297; also: potency is read from the fitted curve at half-maximal effect; % of control where 0% means no effect; nearly all actives have a fitted effect of over 60% in size
#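 Huh7 reporter line, Rab9 promoter upstream of luciferase. Compound exposure 24 h at 37 °C in reduced-serum medium with 10% FBS. Read-out: luminescence.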
# VP16 counter: inhibits Gal4-VP16 luciferase reporter, ROR gamma counter-screen. Drosophila S2 Gal4-VP16 UAS-luciferase, luminescence, 20 h. Potency, µM (doses to about 53.6 µM), inactives show at the highest dose activity, negative = inhibition, most hits filed as inhibitors. actives 3.5% (n = 310,000);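 also: Gal4-VP16 expression switched on by copper sulfate through the metallothionein promoter; potency is read from the fitted curve at half-maximal effect; % is scaled to controls: 0 for no effect and ±100 for the full control effect; nearly all actives have a fitted effect of over 50% in size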
# FLuc modulator: counter-screen for miR-21 project: firefly luciferase inhibitors or activators; P08659; purified FLuc, Km substrates, luminescence inhibition; Potency, µM (highest dose often 57.5 µM), for inactives: top-dose activity change, negative = inhibition, actives largely listed as inhibitors; actives 6.9% (n = 360,000); AID 588342;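 also: potency is read from the fitted curve at half-maximal effect; plate controls were vehicle for no effect and reference inhibitor for full effect; nearly all actives have a fitted effect of over 55% in size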
# Target sequence (P08659 whole entry, looked up): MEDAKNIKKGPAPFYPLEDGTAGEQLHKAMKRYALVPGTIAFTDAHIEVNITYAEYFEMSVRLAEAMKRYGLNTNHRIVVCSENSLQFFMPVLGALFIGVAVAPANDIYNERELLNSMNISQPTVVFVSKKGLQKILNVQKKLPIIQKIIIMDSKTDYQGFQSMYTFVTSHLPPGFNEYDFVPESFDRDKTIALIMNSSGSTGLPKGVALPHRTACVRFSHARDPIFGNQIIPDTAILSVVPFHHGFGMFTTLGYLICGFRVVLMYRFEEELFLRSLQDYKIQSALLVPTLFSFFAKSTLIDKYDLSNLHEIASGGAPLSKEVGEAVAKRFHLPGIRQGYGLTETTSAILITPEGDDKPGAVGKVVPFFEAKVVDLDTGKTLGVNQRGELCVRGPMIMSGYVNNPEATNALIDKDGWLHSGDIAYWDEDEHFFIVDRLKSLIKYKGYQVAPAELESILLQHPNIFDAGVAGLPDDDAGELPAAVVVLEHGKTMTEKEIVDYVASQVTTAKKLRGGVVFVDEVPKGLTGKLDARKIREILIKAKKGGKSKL
#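 Purified P. pyralis luciferase (10nM final) with 10uM D-luciferin and 10uM ATP (Km levels) in 50mM Tris acetate pH 7.5, 10mM Mg acetate, 0.01% Tween-20, 0.05% BSA; qHTS 6-point titration, ~60 µM downward; luminescence read.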
# Menin-MLL TR inh: menin-MLL binding inhibition, Texas Red mutant peptide | Potency, µM (titrated, usually from 61.6 µM), inactives show at the top dose FP activity change, negative = inhibition, actives largely listed as inhibitors | O00255 | Menin + Texas Red MLL mutant peptide, fluorescence polarization | actives 0.23% (n = 270,000); active = well fitted inhibition curve with a large enough effect in the polarisation, with a control signal flat, not every such curve was filed as active; inconclusive = small, poorly fitted or top-dose-only effect, or effect the other way, or a change in a side signal; inactive = no such curve, though single readings can be large or run the other way; the % refers to the polarisation; also: potency is read from the fitted curve at half-maximal effect; % of control where 0% means no effect; many of its hits are not listed in these tables
# The depositor's hits bear a star; ? = inconclusive; · = no result given; [ ] = remark or other dose. Unless noted, calls follow the shape of the dose curve; as a rule, active = well fitted curve in the direction sought with a large enough effect; inconclusive = small, poorly fitted or top-dose-only effect, or another doubt; inactive = no such curve, though single readings can be large; an effect the other way counts as inactive or inconclusive.
SMILES,ELG1 genotoxic,PKM2 act,NPC1 promoter act,BRCA1 expr up,p53 reactivator,Giardia kill,RORg inh,Rab9 promoter act,VP16 counter,FLuc modulator,Menin-MLL TR inh
CCC(C)NC(=O)Cn1nc([N+](=O)[O-])c(Cl)c1C (stereo not drawn),-3%,7%,-2%,-10%,?,-8,-12%,-4%,1%[0.365 µM],4%,-5%
CCOc1ccc(NC(=O)COc2ccc(-n3cnnn3)cc2)cc1,-2%,·,-9%,5%,-5%,2,·,2%,·,6%,·
Cc1ccc(C)c(NC(=S)N2CCN(S(C)(=O)=O)CC2)c1,-6%,1%,0%,-5%,3%,-12,-20%,2%,3%,3%,·
CCOc1ccc(CNC(=O)CCCn2ccc3cc(S(=O)(=O)N4CCCC4)ccc32)cc1,-12%,·,-1%,-16%,-2%,-29,?,-9%,-9%,17µM*,·
Cc1ccc(/C=C/C(=O)Nc2cccc(S(=O)(=O)N3CCOCC3)c2)o1,-1%,?,6%,-35%,-10%,2,?,-1%,?,?,?
O=C(Nc1cccc(-c2nc3cccnc3s2)c1)c1ccco1,1%,-10%,16%,54%,9%,-4,38%,8%,6%,11µM*,17%
CCOC(=O)Cc1csc(NC(=O)CC(C)(C)CC(=O)O)n1,-3%,0%,-1%,0%,-2%,-21,3%,-1%,5%,6%,·
CSc1nc(C)cc(C)c1C#N,0%,-1%,-2%,-12%,-5%,-12,0%,13%,-3%,-3%,18%
CC(=O)Nc1ccc2c(c1)nc1n2CCN(C(C)c2ccccc2)C1 (stereo not drawn),13%,-22%,7%,10%,13%,-9,-4%,2%,8%[10 µM],-18%,-27%
Cc1cc(NCCCn2ccnc2)n2ncc(-c3ccc(Cl)cc3)c2n1,?,1%,0.45µM*,-16%,?,-3,-36%,0.56µM*,-3%,0.95µM*,?
COC(=O)Nc1nnc(-c2ccncc2)s1,2%,-17%,-1%,5%,?,8,24%,-7%,3%,-4%,-8%
Cc1cccc(NC(=O)CSc2nnc(NC(=O)CN3CCOCC3)s2)c1,0%,2%,4%,-17%,-3%,1,8%,-3%,2%,-2%,-15%
O=c1cc(-c2ccccc2)nc(Cc2c(Cl)cccc2Cl)[nH]1,0%,·,-8%,2%,2%,-24,-3%,-4%,-4%,0%,?
COc1cccc(NC(=O)CSc2nnc3c(n2)[nH]c2ccc(C)cc23)c1,8%,·,1%,4%,2%,-13,-5%,-2%,0%,0%,·
CCCCc1ccc(/C=C2\C(=O)c3ccccc3C(O)=C2C(=O)OCC)cc1,1%,?,-1%,·,-24%,·,10µM*,-2%,7%[0.365 µM],11µM*,9%
CC(C)NCc1c(O)c(Br)cc2oc3c(c12)CCCC3,1%,7%,0%,0%,?,3,?,-1%,-4%[0.365 µM],0%,18%
COC(=O)c1[nH]c2ccc(Cl)cc2c1NC(=O)CN1CCc2cc(OC)c(OC)cc2C1,7%,2%,-1%,-50%,-6%,-5,10%,-2%,?,-1%,30%[activator]
Cc1ccccc1-n1c(N)c(C(=O)Nc2ccc(F)cc2)sc1=S,6%,-29%,8%,-10%,-3%,0,-22%,13%,-6%,-6%,?
O=S(=O)(N1CCCCC1)N1CCN(c2cc(Cl)ccc2Cl)CC1,-7%,1%,-1%,-21%,2%,33[activator],19%,-3%,-19%,0%,?
COc1ccc(CCN(C)C2CCCN(C(=O)CCC(F)(F)F)C2)cc1OC (stereo not drawn),0%,1%,3%,-17%,·,2,-12%,-3%,3%,5%,2%
CCCNC(=O)c1n[nH]c(=O)c2ccccc12,3%,-14%,1%,-17%,-2%,-3,19%,-1%,-7%,2%,11%
CC(=O)c1cccc(NC(=O)Cn2nc(-c3ccc(Cl)cc3)ccc2=O)c1,-4%,-3%,-2%,-3%,-5%,20,1%,-2%,6%,3%,25%
O=C(Nc1ccc(Cl)cn1)C1CCCN(c2ncnc3c2nc2n3CCCCC2)C1 (stereo not drawn),-7%,·,-4%,-25%,3%,20,12%,-7%,2%,7%,-1%
CN(CC(=O)Nc1ccccc1Br)C(=O)C(Cc1ccccc1)NC(=O)c1ccccc1 (stereo not drawn),-15%,1%,-3%,-26%,9%,6,-22%,15%,-3%,-2%,·
CCOc1ccccc1C(=O)NN1C(=O)CCC1=O,0%,-3%,-2%,-27%,-5%,-12,6.3µM*,0%,?,2%,1%
SMILES,ELG1 genotoxic,PKM2 act,NPC1 promoter act,BRCA1 expr up,p53 reactivator,Giardia kill,RORg inh,Rab9 promoter act,VP16 counter,FLuc modulator,Menin-MLL TR inh
Cc1ccccc1NC(=S)N(Cc1ccccc1)Cc1cccs1,0%,-1%,-5%,-41%,2%,-22,10µM*,1%,-9%,-1%,-19%
Cc1ccc(-c2csc(NC(=O)C3=NN(C4CCS(=O)(=O)C4)C(=O)CC3)n2)cc1 (stereo not drawn),-3%,-1%,-2%,-9%,-1%,-7,11%,-1%,-3%,-1%,·
CCN(CC(=O)Nc1ccc(NC(C)=O)cc1)C(=O)/C=C/c1cn(-c2ccccc2)nc1-c1cccs1,-21%,·,-1%,-12%,-5%,-5,·,?,·,17µM*,·
NC(=O)c1ccc(N2CCNC(=O)C2)c([N+](=O)[O-])c1,2%,·,-6%,5%,4%,14,-12%,1%,0%,1%,17%
O=C(CCCn1c(SCc2cccc(F)c2)nc2ccccc2c1=O)NCC1CCCO1 (stereo not drawn),-15%,-1%,-1%,0%,1%,-9,?,1%,14%,-1%,?
Cc1noc(C)c1COC(=O)c1ccc(S(=O)(=O)N2CCCCC2)cc1,-3%,1%,-7%,-11%,0%,-7,10%,-9%,2%,-2%,-20%
Cn1c(CCNC(=O)c2cccs2)nnc1SCC(=O)Nc1nc(-c2ccccc2)cs1,-7%,-14%,15%,48%,19%,-8,-44%[0.365 µM],16%,·,-9%,16%
O=C(O)c1ccc(OS(=O)(=O)c2ccc(Cl)s2)cc1,3%,·,5%,23%,1%,-7,·,-5%,·,3%,·
CCn1nnnc1SCC(=O)Nc1nnc(C(C)C)s1,5%,-2%,-2%,13%,?,-3,32%,-5%,19%,5%,8%
Cc1ccc(CNC(=O)Cn2cnc3cc([N+](=O)[O-])ccc3c2=O)cc1,1%,2%,-7%,-8%,1%,-20,1%,0%,15%,-1%,?
C[C@@]12CCC[C@@](C)(C(=O)O)C1CC[C@@]13C[C@@H](NCc4ccccc4)[C@@](C)(CCC12)C3 (stereo partly drawn),-3%,·,1%,3%,-9%,10,·,-4%,·,5%,·
COc1cc(C(=O)Nc2ccc3c(c2)OCCO3)c(-n2cnnn2)cc1OC,0%,1%,-5%,6%,2%,-7,7%,-3%,-4%,1%,0%
COc1cccc(-c2cc(-c3cccnc3)c(C#N)c(N)n2)c1,13%,-2%,-7%,-15%,0%,6,-1%,-4%,-12%,3%,·
CC(=O)c1ccc(S(=O)(=O)N2CCN(C(=O)CSc3ccc(F)cc3)CC2)cc1,-9%,?,-7%,12%,-6%,2,24%,-2%,0%,3%,1%
CCOC(=O)CSc1nnc(CNC(=O)c2ccc(S(=O)(=O)N3CCCC3)cc2)n1C,3%,17%,5%,9%,-1%,-10,-3%,-5%,-10%,15%,11%
CN1Cc2sc(NC(=S)NC(=O)c3ccccc3)c(C#N)c2CC1(C)C,?,2%,8%,-34%,1%,3,3.2µM*,9%,?,13µM*,·
COc1cc(/C=N\NC(=O)OC(C)(C)C)ccc1OC(=O)c1ccco1,10%,-2%,-4%,36%,3%,6,-21%,1%,4%,-5%,-7%
CC1(C)C2C(Cl)(Cl)C2(C)c2ccccc2N1C=O (stereo not drawn),0%,-3%,0%,0%,-2%,-1,-6%,-5%,2%,1%,·
COc1cccc(OCC(=O)NNC(=O)c2cccs2)c1,-1%,-1%,0%,25%,9%,-16,-5%,3%,0%,0%,0%
COc1ccc(-c2nc3cccc(C)n3c2NCc2ccco2)cc1OC,-12%,14%,6%,66%,12%,18,?,4%,30%,9.5µM*,?
Cc1cccc(C)c1OCC(=O)NCC1CCCO1 (stereo not drawn),1%,-6%,-2%,4%,0%,-9,-8%,-2%,3%,-2%,-7%
N#CC1=C(N)C(C#N)(C#N)[C@H](c2ccsc2)[C@H]2COCC=C12,1%,12%,-4%,12%,-6%,9,18µM*,2%,?,-2%,-4%
COc1ccc(NCc2nc3ccccc3n2CCOc2ccccc2)cc1,21µM*,7%,?,70%,?,6,16µM*,?,-15%,13µM*,1%
O=C(O/N=C1/CCCc2occc21)c1ccccc1,2%,-44%,-5%,-16%,25%,-17,-13%,0%,-9%,2.1µM*,-22%

# A portion of the library; rates above refer to the full screens.
